Bioassay records: PubChem BioAssay, National Center for Advancing Translational Sciences (NCATS)
Nrf2 ARE act: Nrf2 pathway activation; AREc32 ARE-luciferase reporter (MCF7-derived line), luminescence, 24 h; Potency, µM (doses to about 46.1 µM), for inactives: top-dose activation, usual class: activators; 0.31% of 410,000 active; further: % of control where 0% means no effect; nearly all actives have a fitted effect of over 65% in size
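Steps: seed AREc32_Fluc cells (1000/well, 5% FBS OPTI-MEM); incubate overnight at 37 deg C; add 23 nL compound; incubate 24 hr; add Steady-Glo; hold 30 min RT; read luminescence.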
TGFb SMAD3 inh: blocks TGF-b signaling | 1.2% of 410,000 active | HepG2 CAGA-GFP TGF-b/SMAD3 reporter, GFP fluorescence, 18 h; TGF-beta stimulated, 500 pg/mL final | Potency, µM (top dose mostly 46.1 µM), for inactives: at the highest dose activity, negative = inhibition, usual class: inhibitors; further: on the % scale 0 is the no-effect control and ±100 the full control effect; nearly all actives have a fitted effect of over 65% in size
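Cell-based qHTS in HEPG2 carrying a CAGA-GFP Smad reporter; compounds added before 500 pg/mL final TGF-beta, 18 h incubation at 37 degrees C, GFP fluorescence quantified per cell by imaging cytometry.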
A549 viability: counter-screen for Nrf2 inhibitors: cytotoxicity in A549 cells. AID 504648. 0.16% of 390,000 active. A549 ARE-Fluc cells, CellTiter-Fluor viability, 18-24 h. Potency, µM (highest dose often 46 µM), inactives show top-dose activity change, negative = cytotoxicity, actives largely listed as inhibitors; further: on the % scale 0 is the no-effect control and ±100 the full control effect
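Cytotoxicity counterscreen: CellTiter-Fluor fluorescence was measured in A549 ARE_Fluc cells after 18-24 h of compound exposure in a concentration series. The subsequent BugLite luminescent read reports ARE-luciferase activity.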
Nrf2 block: inhibitors of Nrf2 signaling; A549 ARE-Fluc reporter, luciferase luminescence, 18-24 h; Potency, µM (top dose mostly 46 µM), without a hit: at the highest dose activity change, negative = inhibition, hits mostly inhibitors; 2.1% of 360,000 active; further: on the % scale 0 is the no-effect control and ±100 the full control effect; nearly all actives have a fitted effect of over 60% in size
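Nrf2 function is reported as luminescence of an ARE-controlled luciferase in A549 cells. Compounds were tested at several concentrations, and a CellTiter-Fluor read on the same wells flagged cytotoxicity.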
HepG2 viability: kills HepG2 cells in TGF-b inhibitor counter-screen | 0.76% of 410,000 active | Potency, µM (titrated, usually from 46.1 µM), inactives show at the highest dose activity change, negative = cytotoxicity, hits mostly cytotoxic | HepG2 CAGA-GFP viability, ATP luminescence, 18 h | AID 588856; further: some results filed as inactive show a strong effect at the top dose
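CellTiter-Glo luminescence gave cytotoxicity after 18 hours at 37 degrees C. The cells were HepG2 CAGA-GFP in 1% FBS DMEM, stimulated with 500 pg/mL TGF-beta after compound addition. %Activity was normalised to no-cell wells (complete cell-killing) and DMSO (no toxicity), and curves were fitted and classified.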
EPAC2 antag: blocks human EPAC2 exchange factor. Q8WZA2. EPAC2 GEF exchange of Rap1B-BODIPY-GDP, fluorescence. Potency, µM (highest dose often 114 µM), without a hit: at the highest dose activity, negative = inhibition, most hits filed as inhibitors. 0.18% of 360,000 active. AID 720708; further: on the % scale 0 is the no-effect control and ±100 the full control effect; nearly all actives have a fitted effect of over 45% in size; many of its hits are not listed in these tables
Target sequence (Q8WZA2 whole entry, looked up): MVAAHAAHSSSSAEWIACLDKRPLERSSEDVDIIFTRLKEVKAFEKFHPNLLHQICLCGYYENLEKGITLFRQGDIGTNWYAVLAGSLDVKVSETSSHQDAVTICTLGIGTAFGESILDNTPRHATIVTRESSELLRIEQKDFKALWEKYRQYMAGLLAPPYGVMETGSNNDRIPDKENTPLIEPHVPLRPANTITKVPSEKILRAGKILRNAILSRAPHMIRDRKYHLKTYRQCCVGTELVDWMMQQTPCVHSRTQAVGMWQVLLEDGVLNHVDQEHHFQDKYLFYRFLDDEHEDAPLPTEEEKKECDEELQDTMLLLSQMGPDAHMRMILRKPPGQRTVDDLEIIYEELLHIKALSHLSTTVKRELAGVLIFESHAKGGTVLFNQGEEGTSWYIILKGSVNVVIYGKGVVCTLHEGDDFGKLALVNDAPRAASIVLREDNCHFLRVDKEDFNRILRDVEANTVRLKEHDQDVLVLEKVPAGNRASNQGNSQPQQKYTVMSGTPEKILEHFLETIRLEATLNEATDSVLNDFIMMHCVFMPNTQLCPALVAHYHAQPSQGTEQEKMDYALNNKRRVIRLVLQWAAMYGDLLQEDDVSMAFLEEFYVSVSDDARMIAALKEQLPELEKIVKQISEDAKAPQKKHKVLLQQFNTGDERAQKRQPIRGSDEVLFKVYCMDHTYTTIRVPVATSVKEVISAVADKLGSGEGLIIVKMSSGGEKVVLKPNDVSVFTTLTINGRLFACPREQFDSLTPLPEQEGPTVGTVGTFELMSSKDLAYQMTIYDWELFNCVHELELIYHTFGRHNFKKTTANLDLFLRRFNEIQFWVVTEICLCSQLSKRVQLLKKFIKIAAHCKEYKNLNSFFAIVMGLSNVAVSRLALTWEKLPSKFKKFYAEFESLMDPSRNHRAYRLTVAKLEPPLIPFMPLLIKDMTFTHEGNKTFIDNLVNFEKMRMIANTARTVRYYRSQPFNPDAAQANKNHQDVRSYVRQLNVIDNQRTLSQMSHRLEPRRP
S2 tox: cell viability loss in ATXN counter-screen; Potency, µM (highest dose often 56.7 µM), usual class: cytotoxic; 0.49% of 400,000 active; S2 cells (HEK-293 line with an ATXN2-luciferase reporter) viability, CellTiter-Fluor protease fluorescence, 24 h; AID 651635; further: nearly all actives have a fitted effect of over 40% in size
ATXN2 expr inh: ATXN2 expression inhibition; HEK-293 ATXN2-luciferase reporter, luminescence, 24 h; Potency, µM (top dose mostly 57 µM), for the others: at the top dose activity change, negative = inhibition, actives largely listed as inhibitors; 0.72% of 360,000 active; AID 1745845; further: on the % scale 0 is the no-effect control and ±100 the full control effect; nearly all actives have a fitted effect of over 55% in size
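ATXN2-luciferase reporter cells (luciferase flanked by upstream and downstream ATXN2 gene portions) were treated 24 h at 37 °C with compounds at up to 57 uM. SteadyGlo luminescence gave expression; GF-AFC fluorescence gave viability.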
MCF10A rereplic: inducers of DNA re-replication in MCF 10A breast cells; MCF 10A DNA re-replication, Hoechst nuclear intensity, 48 h; Potency, µM (top dose mostly 46.1 µM), for inactives: top-dose activity, positive = re-replication, usual class: activators; 2.9% of 350,000 active; AID 624296; further: % of control where 0% means no effect; nearly all actives have a fitted effect of over 50% in size
Active calls of the source: *; i = inactive; ? = inconclusive; . = not tested or not shown; [ ] = dose if it differs, or a comment. The call rests on the fitted dose curve; in most records, active means well fitted curve in the direction sought with a large enough effect; inconclusive means small, poorly fitted or top-dose-only effect, or another doubt; inactive means no such curve, though single readings can be large; an effect the other way counts as inactive or inconclusive. Potency means the concentration at half of the fitted maximal effect. Only part of the results is shown; the hit share may differ from the screen's.

The first 2 records, to show the layout:
Fields: Nrf2 ARE act, TGFb SMAD3 inh, A549 viability, Nrf2 block, HepG2 viability, EPAC2 antag, S2 tox, ATXN2 expr inh, MCF10A rereplic
> CCCCNC(=O)CC1SC(=NCC)N(CC)C1=O (configuration not stated)
 : -0.7%, -13%, -3%, -7%, 0%, -2%, i, 11%, 22%
> Cc1ccc(NC(=O)CSc2nnc(C3CC3)n2N)cc1S(=O)(=O)N1CCOCC1
 : 0.3%, 2%, 1%, 5%, 11%, 4%, i, ., -4%

All compounds of this part, from the start:
Fields: Nrf2 ARE act, TGFb SMAD3 inh, A549 viability, Nrf2 block, HepG2 viability, EPAC2 antag, S2 tox, ATXN2 expr inh, MCF10A rereplic
> CCCCNC(=O)CC1SC(=NCC)N(CC)C1=O (configuration not stated)
 : -0.7%, -13%, -3%, -7%, 0%, -2%, i, 11%, 22%
> Cc1ccc(NC(=O)CSc2nnc(C3CC3)n2N)cc1S(=O)(=O)N1CCOCC1
 : 0.3%, 2%, 1%, 5%, 11%, 4%, i, ., -4%
> Nc1nnn(CC(=O)N/N=C/c2ccncc2)n1
 : -0.5%, 0%, -5%, -5%, -1%, 1%, ., -5%, -3%
> COc1ccccc1NS(=O)(=O)c1ccc(C)c(NS(=O)(=O)c2cc(C(=O)O)cc(C)c2C)c1
 : -0.5%, -8%, -3%, 5%, -1%, 8%, i, -1%, -7%
> CN(C)S(=O)(=O)c1cc(C(=O)NCCCn2ccc3ccccc32)ccc1Cl
 : 1.3%, -2%, -19%, ?, -16%, -11%, i, -8%, 28%
> COc1cc(C2C(C#N)=C(N)Oc3c2ccc2ccccc32)ccc1OCC(=O)Nc1cccc(C)c1 (configuration not stated)
 : 2.6%, 0%, -19%, ?, -22%, -2%, ?, -4%, 0%
> N#CCSc1nc2sc3c(c2c(=O)n1C1CCCCC1)CCCC3
 : -0.6%, 10%, -6%, 9%, 4%, -1%, i, 10%, ?
> O=S(=O)(c1ccccc1)N(CC(O)Cn1c2ccccc2c2ccccc21)c1ccccc1 (configuration not stated)
 : -0.7%, ?, ?, ., -40%, -5%, ?, ?, ?
> CCOC(=O)C1CN(S(=O)(=O)c2ccc(OC)cc2)c2cc(Cl)ccc2O1 (configuration not stated)
 : -0.1%, 0%, 3%, 7%, -2%, -18%, i, -36%, ?
> COc1ccc(C2NC(c3ccc(OC)cc3)C([N+](=O)[O-])C(C)(C)C2[N+](=O)[O-])cc1 (configuration not stated)
 : -0.7%, -23%, 1%, -12%, -1%, -1%, ?, -20%, -23%[9.22 µM]
> CCOC(=O)C(=O)Nc1ccccc1C(=O)Nc1ccc(OC)cc1
 : -1.0%, -9%, -5%, 0%, -4%, 1%, i, 2%, 0%
> O=C(Nc1ccc(N2CCOCC2)cc1)c1cccc2c(-c3ccc(F)c(F)c3)coc12
 : -0.2%[9.22 µM], -5%, ., ., -19%, 5%, i, -5%, .
> CCc1ccc(OCCSc2nc3ccccc3n2CC(=O)O)cc1
 : -1.1%, 2%, -14%, -16%, -2%, 1%, i, -24%, 14%
> COC(=O)c1cn(Cc2cccc(C)c2)nn1
 : 0.2%, -15%, -1%, -11%, -9%, 2%, i, 0%, 23%
> O=C(CSc1nnc2c(n1)[nH]c1ccccc12)N1CCCCC1
 : 6.5%, 12%, -6%, ?, -8%, -8%, i, 12%, -3%
> O=C(Nc1ccc(OCC(=O)N2CCOCC2)cc1)c1cncc(Br)c1
 : -0.3%, -1%, 1%, -11%, -3%, 23%, i, 14%, -1%
> CSc1nc2n(n1)C(C)C1=C(CCCC1=O)N2 (configuration not stated)
 : 0.1%, 0%, -3%, 6%, -1%, 3%, i, 5%, -3%
> Cc1cccc(-n2c(C)nc3sccc3c2=O)c1
 : 0.3%, ?, -6%, 2%, -10%, 4%, i, -9%, 0%
> O=C(NCCc1ccccc1)c1cccc([N+](=O)[O-])c1
 : 2.2%, 11%, -2%, 5%, 1%, 7%, i, 17%, -11%
> CC(=O)c1ccc(NC(=O)CCc2c(C)nc3cc(-c4ccc(Cl)cc4)nn3c2C)cc1
 : -2.7%, -7%, -2%, ?, -4%, ., i, -31%, .
> Cc1ccc(S(=O)(=O)N2C[C@@]3(O)Cn4c(=O)ccc(=O)n4C[C@@]3(OC(=O)NCC3CCCCC3)C2)cc1
 : 16%, ., ., ., ., -2%, i, 27%, .
> O=C(c1ccco1)N1CCN(S(=O)(=O)c2cccc(C(F)(F)F)c2)CC1
 : -0.2%, 5%, 1%, -6%, -1%, 5%, i, 2%, 2%
> CCN(CC)CCCNC(=O)CN1C(=O)COc2ccc(S(=O)(=O)N3CCC(C)CC3)cc21
 : -0.4%, -1%, -4%, -2%, -9%, ., ?, -3%, .
> O=C(O)c1cccc(NC(=O)C2C3C=CC(C3)C2C(=O)OCC(F)(F)C(F)F)c1 (configuration not stated)
 : -0.6%, 5%, -2%, ., -15%, 5%, i, -13%, -1%
> Cc1nnc(N2CCc3ccccc3C2)[nH]c1=O
 : -0.7%, 1%, 9%, ?, -8%, 11%, i, -8%, -1%
> Cc1cc(C)c2cc(C#N)c(N3CCCN(C(=O)c4cnccn4)CC3)nc2c1
 : -1.1%, -8%, 0%, 4%, 15%, 5%, i, 20%, 21µM*
> O=C(Nc1cccc(S(=O)(=O)N2CCCC2)c1)c1cc(S(=O)(=O)N2CCOCC2)ccc1F
 : 3.1%, 8%, 3%, 15%, -3%, -7%, i, 6%, 0%
> Cc1cc(C(=O)N2CCCC(C(=O)c3ccc4ccccc4c3)C2)n(C)n1 (configuration not stated)
 : 2.3%, -13%, -10%, -6%, -18%, -4%, i, -17%, -3%
> COc1ccc(-c2noc(CSc3nnc(-c4ccncc4)n3-c3cccc(C)c3)n2)cc1OC
 : 14%, -45%, -5%, ?, -43%, ., ?, -26%, .
> O=C(NCc1ccccc1)C1(c2cccc(F)c2)CCCC1
 : 0.6%, 1%, -8%, -19%, 6%, -7%, i, ., 17%

Shown with bars between the fields: 6 of the compounds above.
compound | Nrf2 ARE act | TGFb SMAD3 inh | A549 viability | Nrf2 block | HepG2 viability | EPAC2 antag | S2 tox | ATXN2 expr inh | MCF10A rereplic
O=C(c1ccco1)N1CCN(S(=O)(=O)c2cccc(C(F)(F)F)c2)CC1 | -0.2% | 5% | 1% | -6% | -1% | 5% | i | 2% | 2%
CCN(CC)CCCNC(=O)CN1C(=O)COc2ccc(S(=O)(=O)N3CCC(C)CC3)cc21 | -0.4% | -1% | -4% | -2% | -9% | . | ? | -3% | .
O=C(O)c1cccc(NC(=O)C2C3C=CC(C3)C2C(=O)OCC(F)(F)C(F)F)c1 (configuration not stated) | -0.6% | 5% | -2% | . | -15% | 5% | i | -13% | -1%
Cc1nnc(N2CCc3ccccc3C2)[nH]c1=O | -0.7% | 1% | 9% | ? | -8% | 11% | i | -8% | -1%
Cc1cc(C)c2cc(C#N)c(N3CCCN(C(=O)c4cnccn4)CC3)nc2c1 | -1.1% | -8% | 0% | 4% | 15% | 5% | i | 20% | 21µM*
O=C(Nc1cccc(S(=O)(=O)N2CCCC2)c1)c1cc(S(=O)(=O)N2CCOCC2)ccc1F | 3.1% | 8% | 3% | 15% | -3% | -7% | i | 6% | 0%

The list continues.
Fields: Nrf2 ARE act, TGFb SMAD3 inh, A549 viability, Nrf2 block, HepG2 viability, EPAC2 antag, S2 tox, ATXN2 expr inh, MCF10A rereplic
> COc1ccc(C(=O)c2ccc(Cl)cc2)c(OC)c1OC
 : 0.2%, 5%, -1%, ?, -16%, ?, i, 7%, 5%
> CCOC(=O)c1cc(-c2ccccc2)sc1NC(=O)C(C)Sc1nnnn1C (configuration not stated)
 : 0.4%, 6%, -14%, ?, 0%, -5%, i, 20%, 7%
> O=C(CN1C2CCCC1CC(NC(=O)c1ccco1)C2)Nc1ccccc1 (configuration not stated)
 : -0.2%, 0%, -1%, ., -3%, 0%, i, -7%, -6%
> c1ccc2oc(-c3[nH]ncc3CN3CCSCC3)cc2c1
 : 0.6%, 0%, 0%, -12%, -11%, -8%, i, 3%, 11%
> C[C@@H]1CCC[C@]2(O[C@@H](CCO)C[C@H](O)[C@H]2O)O1
 : -0.2%, 19%, 0%, 6%, -1%, 15%, i, -1%, -6%
> CN(C)c1ccc(CNC(=O)CCCN2C(=O)CCn3nc(-c4cccn4C)cc32)cc1
 : 0.0%, 4%, 10%, ., -14%, ., i, 14%, .
> COCCNC(=O)C1CCN(S(=O)(=O)c2ccccc2)CC1
 : -0.2%, ?, 5%, 17%, -18%, 20%, i, -5%, 41%
> CCC1CCCCN1C(=O)c1ccc2c(c1)N(Cc1cccc(Cl)c1)C(=O)c1ccccc1S2(=O)=O (configuration not stated)
 : -0.1%, -26%, -10%, ., -23%, ., ., ., .
> O=C(CC[C@H]1O[C@@H](n2cnc3c(NC(=O)c4ccccc4)ncnc32)[C@H](O)[C@@H]1O)NCc1cccs1
 : -1.0%, 7%, ., ., 5%, 11%, i, 11%, .
> O=c1cc(CSc2nnnn2-c2ccc(O)cc2)nc2sccn12
 : 0.3%, 11%, -4%, -27%, -2%, -3%, i, -3%, -8%
> COc1cccc(NC(=O)CN(C)C(=O)c2cccc(NS(=O)(=O)c3ccc(Br)cc3)c2)c1
 : -0.6%, ?, -4%, ?, -44%, -14%, i, -12%, ?
> Cc1c(N=C/C=C2\N(C)c3ccccc3C2(C)C)c(=O)n(-c2ccccc2)n1C
 : 0.2%, 19%, ?, -14%, -15%, 2%, ?, -7%, -7%
> O=C(C1CSC2(c3ccc(F)cc3)CCC(=O)N12)N1CCCCCC1 (configuration not stated)
 : 0.4%, -22%, 14%, 12%, -10%, -4%, i, -7%, 2%
> CC1CCCC(C)N1CCCNC(=O)c1nn(C)c2c1CSc1ccccc1-2 (configuration not stated)
 : 0.1%, -8%, 0%, ?, -7%, -4%, i, -7%, ?
> COc1cc(/C=N/n2cnc3c(sc4nc(C)cc(C)c43)c2=O)ccc1O
 : -0.1%, 2%, -9%, -11%, 1%, -2%, i, -27%, 0%
> CC(C)C(=O)Nc1nnc(CCc2ccccc2)s1
 : 4.6%, 6%, 7%, 22%, -2%, -12%, i, ., 2%
> Cc1cc2nc3c(nc2cc1C)C(O)=C3O
 : -0.6%, 23%, 8%, 8%, 30%, 6%, i, -13%, 14%
> Cc1ccc(C2(CCNCc3ccco3)CCOC(C(C)C)C2)cc1 (configuration not stated)
 : 2.5%, 1%, 6%, 13%, -33%, -4%, i, -20%, -1%
